High-throughput results: PubChem BioAssay, National Center for Advancing Translational Sciences (NCATS)
Akt phos inh = HTS Assay for Inhibitors of Akt Phophorylation: Primary Screen; 0.32% of 360,000 active; AID 651550, 2012; activity change, % for hits at 50 µM; Neuro2A IGF-stimulated pAkt S473 HTRF, 20 min; hits give low values; in the data active means activity change below about -80%; inconclusive means mostly about -51% to -80%; further: on the % scale 0 is the no-effect control and ±100 the full control effect
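Neuro2A cells (4,500/well, DMEM with 0.5% FBS) were treated with compound at a single 50 µM final concentration, stimulated with 6 nM IGF for 20 min at 37 °C, and lysed. Phospho-Akt Ser473 was read by HTRF as 665/615 ratio ×10^4.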
A549 viability = Nrf2 qHTS screen for inhibitors: counterscreen for cytotoxicity | A549 ARE-Fluc cells, CellTiter-Fluor viability, 18-24 h | Potency, µM (highest dose often 46 µM), inactives show at the top dose activity change, negative = cytotoxicity, actives largely listed as inhibitors | 0.16% of 390,000 active | AID 504648, 2011; further: potency means the concentration at half of the fitted maximal effect; on the % scale 0 is the no-effect control and ±100 the full control effect
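Cytotoxicity counterscreen: CellTiter-Fluor fluorescence was measured in A549 ARE_Fluc cells after 18-24 h of compound exposure in a concentration series. The subsequent BugLite luminescent read reports ARE-luciferase activity.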
MmCpn inh = Inhibitors of TCP-1 ring complex (TRiC) of Methanococcus maripaludis (MmCpn): qHTS. Chaperonin Mm-Cpn (Methanococcus maripaludis). Potency, µM (titrated, usually from 76.9 µM), for the others: at the highest dose activity, negative = inhibition, actives largely listed as inhibitors. 0.031% of 330,000 active. purified Mm-Cpn ATPase, ADP Transcreener TR-FRET. AID 504842, 2011; further: potency means the concentration at half of the fitted maximal effect; on the % scale 0 is the no-effect control and ±100 the full control effect; nearly all actives have a fitted effect of over 80% in size
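TR-FRET (320 nm excitation; 590 and 665 nm emission) reports ADP made from 10 uM ATP by 25 nM enzyme; compounds were preincubated 10 min, reaction run 30 min, both at 37°C.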
Nrf2 inh = Nrf2 qHTS screen for inhibitors; A549 ARE-Fluc reporter, luciferase luminescence, 18-24 h; Potency, µM (highest dose often 46 µM), for the others: top-dose activity change, negative = inhibition, hits mostly inhibitors; AID 504444, 2011; 2.1% of 360,000 active; further: potency means the concentration at half of the fitted maximal effect; on the % scale 0 is the no-effect control and ±100 the full control effect; nearly all actives have a fitted effect of over 60% in size
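Quantitative HTS in A549 cells stably bearing an antioxidant response element-firefly luciferase construct. Inhibition of Nrf2-driven transcription was scored by luminescence after 18-24 h of compound exposure at 37 °C.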
TGFb inhibitor = qHTS for Inhibitors of TGF-b | 1.2% of 410,000 active | Potency, µM (doses to about 46.1 µM), for the others: at the top dose activity, negative = inhibition, most hits filed as inhibitors | HepG2 CAGA-GFP TGF-b/SMAD3 reporter, GFP fluorescence, 18 h; TGF-beta stimulated, 500 pg/mL final; further: potency means the concentration at half of the fitted maximal effect; on the % scale 0 is the no-effect control and ±100 the full control effect; nearly all actives have a fitted effect of over 65% in size
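TGF-beta reporter screen: HEPG2 CAGA-GFP, 1% FBS, 500 pg/mL TGF-beta final, 18 h; per-cell GFP summed per well; curves fitted and categorized by class.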
CCT modulator = High-Throughput Screening for Modulators of Cytosolic Chaperonin Activity. AID 651819, 2012. activity change, % (test concentration not listed), hits read low. 0.3% of 360,000 active. purified chaperonin ATPase assay, HTRF ADP detection, 30 min; in the data active means activity change below about -30%; further: on the % scale 0 is the no-effect control and ±100 the full control effect
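Nucleotide hydrolysis assay: TRiC at 20–40 nM final (set by batch activity) with 10 uM ATP, 30 min at 37 °C, in presence of 76 uM compound. Detection by competitive ADP HTRF, 30 min ambient.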
Abeta rescue = qHTS for compounds that reverse cellular toxicity of Amyloid beta (A-beta) peptide in yeast: Primary Screen; yeast expressing A-beta42, growth rescue, OD600, 48 h; response scale: 0% DMSO, 100% iron-clioquinol control; Potency, µM (highest dose often 46.1 µM), inactives show at the top dose growth rescue, hits mostly activators; AID 1347071, 2019; 0.063% of 410,000 active; further: potency means the concentration at half of the fitted maximal effect; nearly all actives have a fitted effect of over 55% in size
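Yeast growth medium received pinned compounds, then yeast cells expressing toxic A-beta were added; plates incubated at 30 C for 48 hr. Growth read as absorbance at 600 nm, normalized to DMSO and equimolar FeCl3 plus clioquinol controls.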
Nrf2 activator = qHTS of Nrf2 Activators; Potency, µM (doses to about 46.1 µM), for the others: at the highest dose activation, actives largely listed as activators; AREc32 ARE-luciferase reporter (MCF7-derived line), luminescence, 24 h; 0.31% of 410,000 active; further: potency means the concentration at half of the fitted maximal effect; % of control where 0% means no effect; nearly all actives have a fitted effect of over 65% in size
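Luminescent ARE reporter assay in AREc32_Fluc cells: overnight plating at 37 deg C, 24 hr compound incubation, Steady-Glo added, 30 min RT before reading.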
HepG2 tox = qHTS for Inhibitors of TGF-b: Cytotox Counterscreen; 0.76% of 410,000 active; HepG2 CAGA-GFP viability, ATP luminescence, 18 h; Potency, µM (highest dose often 46.1 µM), for inactives: at the top dose activity change, negative = cytotoxicity, actives largely listed as cytotoxic; AID 588856, 2011; further: potency means the concentration at half of the fitted maximal effect; some results filed as inactive show a strong effect at the top dose
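HepG2 CAGA-GFP cells (1000/well, DMEM with 1% FBS) received compound, then TGF-beta at 500 pg/mL final, and were incubated 18 hours at 37 degrees C. Viability was read by CellTiter-Glo luminescence. Media-only wells were set as complete cell-killing and DMSO as no toxicity.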
* marks the source's active call; other numbers are inactive results; & = joins results of further samples; [ ] = remark or other dose. Unless noted, the call rests on the fitted dose curve; in most records, active means well fitted curve in the direction sought with a large enough effect; inconclusive means small, poorly fitted or top-dose-only effect, or another doubt; inactive means no such curve, though single readings can be large; an effect the other way counts as inactive or inconclusive.

O=C(NCCS(=O)(=O)NCc1ccccc1)c1ccc2c(c1)OCO2 was read as Akt phos inh inactive, A549 viability 1.4%, MmCpn inh 0.8%, Nrf2 inh 7.5%, TGFb inhibitor -6.7%, CCT modulator -1.3, Abeta rescue -10.7%, Nrf2 activator -0.4% and HepG2 tox -1.5%.
`C/C(=N/NC(=O)Cc1cccn1C)c1ccccc1` gave Akt phos inh inactive, A549 viability 6.5%, MmCpn inh 0.8%, Nrf2 inh -20.7%, TGFb inhibitor -0.7%, CCT modulator -2.9, Abeta rescue 6.2%, Nrf2 activator -0.8% and HepG2 tox -3.0%.
`CCN(c1ccccc1)S(=O)(=O)c1nnc(NC(=O)c2ccco2)s1` gave Akt phos inh inactive, A549 viability 2.8%&-0.1%, MmCpn inh 2.4%, Nrf2 inh inconclusive, TGFb inhibitor -3.0%&0.0%, CCT modulator -1.9, Abeta rescue -3.5%&-9.6%, Nrf2 activator -0.5%&1.8% and HepG2 tox -11.7%&-3.8%.
For CN1CCN(S(=O)(=O)c2ccc(NC(=O)Cc3ccc([N+](=O)[O-])cc3)cc2)CC1 the results were Akt phos inh inactive, A549 viability 7.3%, MmCpn inh 2.2%, Nrf2 inh 1.9%, TGFb inhibitor -2.7%, CCT modulator 0.6, Abeta rescue -19.4%, Nrf2 activator -0.6% and HepG2 tox 0.0%.
CCCCN(CC)CCCNC(=O)c1cc2c(=O)n(C)c3ccccc3c2n1C was read as Akt phos inh inactive, A549 viability -18.6%, MmCpn inh -6.7%, Nrf2 inh 11.8%, TGFb inhibitor 5.0%, CCT modulator 0.5, Abeta rescue -0.7%, Nrf2 activator 26.2% and HepG2 tox -25.3%.
`CCc1ccc(NC(=O)Cn2c(=O)n(CCC(=O)NC3CCN(Cc4ccccc4)CC3)c(=O)c3ccccc32)cc1` gave Akt phos inh inactive, A549 viability -1.3%, MmCpn inh 0.9%, Nrf2 inh 9.3%, TGFb inhibitor 15.9%, CCT modulator 2.1, Abeta rescue -0.9%, Nrf2 activator 0.2% and HepG2 tox 23.8%.
`CC(=O)Nc1ccc2sn(-c3ccccc3)c(=O)c2c1` gave Akt phos inh inactive, TGFb inhibitor inconclusive, CCT modulator -4.6, Abeta rescue -83.0%[inhibitor], Nrf2 activator inconclusive and HepG2 tox -56.6%.
Screening COCCNC(=O)C1(C)CCCN(C(=O)CCc2ccccc2)C1 (centres undefined) returned Akt phos inh inactive, TGFb inhibitor 22.6%, CCT modulator 0.2, Abeta rescue -7.6%, Nrf2 activator 0.3% and HepG2 tox -1.9%.
Screening COc1ccccc1-n1c(-c2ccccc2)c[n+]2c1CCc1ccccc1-2 returned Akt phos inh inactive, A549 viability inconclusive, MmCpn inh 2.4%&2.0%, Nrf2 inh 3.66µM*, TGFb inhibitor 12.6µM*, CCT modulator -2.5&-2.3, Abeta rescue -2.8%&-16.8%, Nrf2 activator -0.5%&2.9% and HepG2 tox -20.8%&-24.5%.
For CC1Cc2ccccc2N1C(=O)CN1CCc2ccccc2C1 (centres undefined) the results were Akt phos inh inactive, A549 viability 7.4%, MmCpn inh 1.5%, Nrf2 inh 6.6%, TGFb inhibitor 0.0%, CCT modulator -0.7, Abeta rescue -11.0%, Nrf2 activator 3.3% and HepG2 tox -46.2%.
Screening CCC(Sc1nc2ccccc2c(=O)n1CCc1ccc(OC)c(OC)c1)C(=O)N(CC)CC (centres undefined) returned A549 viability -0.5%, TGFb inhibitor inconclusive, Abeta rescue -12.6%, Nrf2 activator 2.9% and HepG2 tox -27.5%.
For Cc1ccc(S(=O)(=O)N2CCN(C(=O)CCC(=O)OCC(=O)Nc3cccc(C#N)c3)CC2)cc1 the results were Akt phos inh inactive, A549 viability -0.9%, MmCpn inh 3.6%, Nrf2 inh 4.0%, TGFb inhibitor -0.9%, CCT modulator -0.1, Abeta rescue 5.6%, Nrf2 activator 0.0% and HepG2 tox -12.6%.
For CC1(c2ccccc2)CC(C)(C)N2C(=O)/C(=C3\SC(=S)NC3=O)c3cccc1c32 (centres undefined) the results were Akt phos inh inactive, A549 viability -12.8%, MmCpn inh 0.0%, Nrf2 inh -13.4%, TGFb inhibitor 9.6%, CCT modulator -0.5, Abeta rescue -2.5%, Nrf2 activator 0.6% and HepG2 tox 3.8%.
`NS(=O)(=O)c1ccc(CCNC(=O)CSc2nc3ccsc3c(=O)n2Cc2ccccn2)cc1` gave Akt phos inh inactive, TGFb inhibitor 0.6%, CCT modulator -3.5, Abeta rescue 2.2%, Nrf2 activator 3.1% and HepG2 tox -2.7%.
Screening Cc1ccc(NC(=S)N(Cc2ccc(Br)cc2)Cc2ccc(C(=O)O)cc2)cc1C returned Akt phos inh inactive, A549 viability -11.6%, MmCpn inh 6.4%, Nrf2 inh 3.5%, TGFb inhibitor 3.8%, CCT modulator 0.4, Abeta rescue -15.9%, Nrf2 activator 0.2% and HepG2 tox -18.9%.
CC(=O)NS(=O)(=O)c1cccnc1Nc1cccc(Cl)c1 was read as Akt phos inh inactive, A549 viability 0.7%, MmCpn inh -0.7%, Nrf2 inh -12.3%, TGFb inhibitor -1.6%, CCT modulator -1.0, Abeta rescue inconclusive, Nrf2 activator -0.5% and HepG2 tox -2.7%.
For COC(=O)c1sc(S(=O)(=O)Nc2ccc(Br)cc2)c(C(=O)OC)c1C the results were Akt phos inh inactive, A549 viability -0.7%, MmCpn inh -5.9%, Nrf2 inh -21.9%, TGFb inhibitor 0.0%, CCT modulator 0.1, Abeta rescue -15.3%, Nrf2 activator 2.8% and HepG2 tox -6.4%.
Cc1ccccc1-n1nc(C)c2cc(C(=O)N3CCOCC3)sc21 was read as Akt phos inh inactive, A549 viability 8.3%, MmCpn inh 2.4%, TGFb inhibitor -3.0%, CCT modulator -1.8, Abeta rescue 1.6%, Nrf2 activator 0.7% and HepG2 tox -46.3%.
Screening COCC(C)(C)COS(N)(=O)=O returned Akt phos inh inactive, A549 viability 0.7%, MmCpn inh 3.9%, Nrf2 inh 8.2%, TGFb inhibitor -7.8%, CCT modulator -2.8, Abeta rescue -4.1%, Nrf2 activator -0.1% and HepG2 tox -1.0%.
`CCCCOCCCNC(=O)C[C@@H]1C[C@@]2(C(=O)OC)CCCCC=C2N(Cc2cccc3ccccc23)C1=O` gave Akt phos inh inactive, CCT modulator -0.2, Abeta rescue 4.0% and Nrf2 activator -1.0%.
COC(=O)COC(=O)c1ccccc1NC(=O)c1ccccc1 was read as Akt phos inh inactive, A549 viability 3.4%, MmCpn inh 1.1%, Nrf2 inh 11.2%, TGFb inhibitor -6.5%, CCT modulator -2.5, Abeta rescue -70.9%[inhibitor], Nrf2 activator -0.1% and HepG2 tox 0.6%.
For CCOC(=O)C1CCCN(C(=O)c2ccccc2NC(=O)c2nsc3ccccc23)C1 (centres undefined) the results were A549 viability 0.0%, TGFb inhibitor 0.0%, Abeta rescue -21.9%, Nrf2 activator 12.4% and HepG2 tox -16.9%.
For COC(=O)CNC(=O)CSc1nc2c(sc(=S)n2-c2ccccc2)c(=O)[nH]1 the results were Akt phos inh inactive, A549 viability 1.7%, MmCpn inh -5.5%, Nrf2 inh 3.0%, TGFb inhibitor 7.6%, CCT modulator 1.5, Abeta rescue 1.1%, Nrf2 activator 0.4% and HepG2 tox 1.8%.
O=C(CCn1cnnn1)N1CCCC(Nc2ccc(F)cc2)C1 (centres undefined) was read as Akt phos inh inactive, A549 viability -5.6%, MmCpn inh -0.4%, Nrf2 inh 3.3%, TGFb inhibitor -2.9%, CCT modulator -0.4, Abeta rescue -3.0%, Nrf2 activator 0.4% and HepG2 tox 8.1%.
For O=C(Nc1ccc(S(=O)(=O)Nc2ncccn2)cc1)C1COc2ccccc2O1 (centres undefined) the results were Akt phos inh inactive, A549 viability 1.2%, MmCpn inh -0.5%, Nrf2 inh inconclusive, TGFb inhibitor 17.2%, CCT modulator -0.9, Abeta rescue 9.6%, Nrf2 activator 0.4% and HepG2 tox 5.8%.
O=C1CCCC2=C1C1(CCCCC1)N=C(Nc1nc3ccccc3s1)N2 was read as A549 viability -4.3%, TGFb inhibitor -16.9%, CCT modulator -1.1, Abeta rescue 0.3%, Nrf2 activator -0.6% and HepG2 tox 15.9%.
For CCc1nc2c(OCCOc3ccccc3)cccn2c1N(C)C(=O)c1ccc(C)cc1 the results were Akt phos inh inactive, TGFb inhibitor -1.1%, CCT modulator 1.4, Abeta rescue -1.1%, Nrf2 activator 0.4%[9.22 µM] and HepG2 tox -18.4%.
COc1ccc(NS(=O)(=O)c2ccc(O)c(C(=O)OCC(=O)NC3CCCCC3)c2)cc1 was read as Akt phos inh inactive, A549 viability 3.1%, MmCpn inh -0.1%, Nrf2 inh 11.7%, TGFb inhibitor -5.9%, CCT modulator -0.4, Abeta rescue 2.7%, Nrf2 activator -0.2% and HepG2 tox 0.3%.
CSc1nnc(-c2sc3cc(C(F)(F)F)cnc3c2-c2ccccc2)n1C was read as Akt phos inh inactive, A549 viability -2.3%, MmCpn inh -14.3%, TGFb inhibitor -54.3%, CCT modulator 1.5, Abeta rescue -28.2%, Nrf2 activator -0.7% and HepG2 tox -3.3%.
